# FBW7 activator: human FBW7 E3 ligase activation, primary screen; Q969H0; AlphaScreen FBW7–phospho-cyclin E peptide binding, activator screen; normalized activity (activation), % at 26.1 µM; 650,000 tested, 0.13% active; AID 1259310; in the data active = normalized activity above about 1.9%;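 also: purified mutant Fbw7 with reduced substrate affinity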
# MITF inh: blocks human microphthalmia-associated transcription factor; inhibition, % at 2.6 µM; O75030; AlphaScreen MITF homodimerization, bead proximity signal; 650,000 tested, 0.91% active; in the data active = inhibition above about 50%;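 also: 0% = vehicle wells with protein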
# Target sequence (O75030 whole entry, looked up): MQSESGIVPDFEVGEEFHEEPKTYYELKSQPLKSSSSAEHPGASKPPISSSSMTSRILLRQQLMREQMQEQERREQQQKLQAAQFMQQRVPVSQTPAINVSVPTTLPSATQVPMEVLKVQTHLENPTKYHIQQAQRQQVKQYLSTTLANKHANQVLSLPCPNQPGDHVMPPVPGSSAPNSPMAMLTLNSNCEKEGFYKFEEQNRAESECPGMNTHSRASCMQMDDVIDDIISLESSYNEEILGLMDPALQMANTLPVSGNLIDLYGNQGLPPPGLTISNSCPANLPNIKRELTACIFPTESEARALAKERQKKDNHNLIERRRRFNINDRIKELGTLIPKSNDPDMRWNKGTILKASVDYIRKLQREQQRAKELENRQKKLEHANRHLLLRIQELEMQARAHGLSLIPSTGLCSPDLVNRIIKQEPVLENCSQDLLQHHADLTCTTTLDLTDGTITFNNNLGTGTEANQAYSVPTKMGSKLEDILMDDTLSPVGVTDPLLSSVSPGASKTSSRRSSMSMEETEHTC
# TEAD-YAP block: TEAD-YAP interaction inhibition; HEK-TIYL cells, TEAD-Gal4/YAP UAS-luciferase luminescence; inhibition, % at 9.12 µM; 640,000 tested, 1.4% active; in the data active = inhibition above about 32%;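 also: 0% = median of test compound wells and 100% = reference inhibitor wells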
# GPR151 activ: activates the human receptor GPR151; Q8TDV0; 650,000 tested, 1% active; activation, % at 11.2 µM; PathHunter beta-arrestin GPR151 cells, luminescence; in the data active = activation above about 4.9%;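 also: 0% = median of compound wells and 100% = cells with positive control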
# Target sequence (Q8TDV0 whole entry, looked up): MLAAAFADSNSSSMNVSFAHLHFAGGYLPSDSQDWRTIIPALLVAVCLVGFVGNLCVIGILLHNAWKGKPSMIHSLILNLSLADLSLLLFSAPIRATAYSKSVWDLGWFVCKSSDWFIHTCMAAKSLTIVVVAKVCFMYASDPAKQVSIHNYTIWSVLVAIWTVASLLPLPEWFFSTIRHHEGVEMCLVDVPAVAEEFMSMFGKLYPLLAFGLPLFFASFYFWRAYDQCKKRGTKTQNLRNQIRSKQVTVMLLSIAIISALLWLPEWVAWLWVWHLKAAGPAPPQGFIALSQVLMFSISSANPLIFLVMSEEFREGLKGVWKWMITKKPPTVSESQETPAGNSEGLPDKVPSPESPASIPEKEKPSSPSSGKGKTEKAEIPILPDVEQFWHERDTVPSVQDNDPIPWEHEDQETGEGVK
# * hit, by the source's call.
SMILES,FBW7 activator,MITF inh,TEAD-YAP block,GPR151 activ
Cc1ccccc1CSCC(=O)Nc1cccnc1,0.0,-3,-13,0.1
COc1ccc(C(=O)/C=C\Nc2cccc(F)c2)cc1,0.0,14,35*,-2.6
CCN1C(=O)/C(=C2\SC(=S)NC2=O)c2cc([N+](=O)[O-])ccc21,-0.1,-15,-2,0.4
O=C(Oc1cccc(Cl)c1)c1ccc(Cl)cc1,0.3,11,3,-1.9
O=C1C2CCCCC2C(=O)N1c1cc([N+](=O)[O-])ccc1F (stereo not drawn),0.0,-2,-1,-0.5
O=C(Cn1nnc(-c2ccc(F)cc2)n1)NC(=O)NC1CCCCC1,-0.1,0,3,1.6
C=C1C2(C(=O)NCCc3ccccc3)CCC(C2)C1(C)C (stereo not drawn),-0.2,-9,-5,-0.1
COc1ccc(C(CC(=O)Nc2cccc(OC)c2)N2Cc3ccccc3C2=O)cc1 (stereo not drawn),0.0,10,2,0.0
Cc1ccc2cccc(Oc3nc(C)nc4sc(-c5ccccc5)cc34)c2n1,0.1,3,-8,-0.3
CC(=O)c1c(C)oc2c(Cl)cc(NS(=O)(=O)c3ccc(C(C)(C)C)cc3)cc12,0.1,-16,3,-0.3
O=C1NC(=O)C(=Cc2ccc(-c3ccc(I)cc3)o2)C(=O)N1,-0.2,18,-1,-0.5
CCOC(=O)c1c(NC(=O)COC(=O)/C=C/c2ccco2)sc2c1CCC2,-0.1,-3,5,0.8
COc1ccc2cc(C(=O)O)c(=O)oc2c1,-0.1,-4,-9,-2.3
COC(=O)c1ccc(OCC2c3cc(OC)c(OC)cc3CCN2C(=O)c2ccc(Cl)c([N+](=O)[O-])c2)cc1 (stereo not drawn),-0.2,-3,-6,-1.0
CCc1ccc(CN2CCc3nnc(CNC(=O)COc4ccccc4)n3CC2)o1,0.1,4,3,0.0
CCOc1ccc(/C=N/NC(=O)CN(c2ccc(Cl)cc2)S(C)(=O)=O)cc1,0.1,14,-2,2.1
CC(C)(C)c1cc(CSC(=S)NC2CCS(=O)(=O)C2)c(Br)c(C(C)(C)C)c1 (stereo not drawn),0.3,10,9,1.5
Cc1nonc1OCCN1CCN(c2ccccc2[N+](=O)[O-])CC1,0.0,4,8,0.0
COc1cc2ccccc2cc1C(=O)Nc1ccc2sccc2c1,-0.3,-4,-62,0.2
CCC(=O)Nc1cc(-c2cc3ccccc3oc2=O)ccc1OC,0.1,-7,-24,1.1
CSc1ccc(Cn2nnc(C(=O)Nc3ccc(C)cc3)c2N)cc1,0.6,13,-10,-1.3
CC1(C(=O)NCC2CCCO2)Oc2cccnc2NC1=O (stereo not drawn),-0.1,-7,1,0.9
C/C(=N\NC(=O)Cn1cnc2ccccc21)c1ccco1,0.2,14,0,-0.7
COc1ccc(OC)c(NC(=O)CSc2nc3c(c(=O)n2C)SCC3)c1,0.0,6,-4,-1.7

# Pulled by structure from the entries so far (7):
SMILES,FBW7 activator,MITF inh,TEAD-YAP block,GPR151 activ
CSc1ccc(Cn2nnc(C(=O)Nc3ccc(C)cc3)c2N)cc1,0.6,13,-10,-1.3
Cc1nonc1OCCN1CCN(c2ccccc2[N+](=O)[O-])CC1,0.0,4,8,0.0
COc1cc2ccccc2cc1C(=O)Nc1ccc2sccc2c1,-0.3,-4,-62,0.2
CC(C)(C)c1cc(CSC(=S)NC2CCS(=O)(=O)C2)c(Br)c(C(C)(C)C)c1 (stereo not drawn),0.3,10,9,1.5
C/C(=N\NC(=O)Cn1cnc2ccccc21)c1ccco1,0.2,14,0,-0.7
CCC(=O)Nc1cc(-c2cc3ccccc3oc2=O)ccc1OC,0.1,-7,-24,1.1
COC(=O)c1ccc(OCC2c3cc(OC)c(OC)cc3CCN2C(=O)c2ccc(Cl)c([N+](=O)[O-])c2)cc1 (stereo not drawn),-0.2,-3,-6,-1.0

# More compounds follow:
SMILES,FBW7 activator,MITF inh,TEAD-YAP block,GPR151 activ
O=c1[nH]c(=O)n([C@H]2C[C@H](O)[C@@H](CO)O2)cc1/C=C/Br,0.1,19,8,0.8
COC(=O)C(=O)CC(=O)c1ccc(OC)cc1OC,0.1,3,9,1.7
COc1ccccc1CN1CCNC(=O)C1CC(=O)NCC(F)(F)F (stereo not drawn),0.1,-4,9,4.8
S=c1[nH]nc(C23CC4CC(CC(C4)C2)C3)n1Cc1ccco1,-0.1,-1,3,2.2
CCCCC(CC)Cn1c(=N)c(C#N)cc2c(=O)n3ccccc3nc21 (stereo not drawn),0.2,-6,-6,-0.6
COc1ccc2nc(Nc3nc(CSc4ccc(C)cc4)cc(=O)[nH]3)nc(C)c2c1,0.1,18,12,0.1
O=C(Cn1c(=S)[nH]c2ccccc2c1=O)N1CCN(Cc2ccccc2)CC1,0.0,13,5,2.0
CC(C)Cn1c(=O)c2c(nc3n2CC(C)CN3CCc2ccccc2)n(C)c1=O (stereo not drawn),-0.4,-9,4,0.0
CCN(CC)CCN1C(=O)C2C(C(=O)Nc3cccc(C)c3)C3C=CC2(O3)C1C(=O)NC1CCCC(C)C1C (stereo not drawn),0.0,0,5,0.9
COc1ccccc1N1C(=S)NC2CC1(C)Oc1ccc([N+](=O)[O-])cc12 (stereo not drawn),-0.2,18,-8,0.9
O=C(Cc1cn(-c2ccc(NCc3ccc4c(c3)OCO4)nn2)c2ccccc12)NCc1cccnc1,-0.2,16,-3,-0.7
O=S(=O)(NCCCN1CCN(c2ccccc2F)CC1)c1cccc2cccnc12,0.0,7,16,-1.1
Cc1cccc(NCc2nnc3n2CCCCC3)c1,0.0,11,-1,3.4
COc1ccc(OCCN2C(=O)C(=O)c3cc(C)ccc32)cc1,-0.4,18,27,-0.3
COC(=O)/C(N=Nc1ccc(-c2ccccc2)cc1)=C(/O)CCl,-0.1,7,61*,-7.1
Nc1nc(NCCc2ccc(O)cc2)cc(Nc2ccc(-n3ccnc3)cc2)n1,0.2,-6,4,2.5
O=C(NC(n1ccc(=O)[nH]c1=O)C(Cl)(Cl)Cl)c1ccccc1 (stereo not drawn),0.0,5,5,-1.2
COc1ccc(OCC2c3cc(OC)c(OC)cc3CCN2C(=S)NCCc2ccccc2)cc1 (stereo not drawn),-0.1,4,-19,-1.5
CC(NC(=O)/C(=C\c1cccc([N+](=O)[O-])c1)NC(=O)c1ccccc1)C(=O)O (stereo not drawn),0.6,17,3,0.8
CN1C2C=C(N(CCc3ccccc3)C(=O)c3ccccc3)CC1CC2 (stereo not drawn),0.1,6,11,-1.3
COc1cccc(N2C(=O)CC(N3CCN(S(=O)(=O)c4ccccc4)CC3)C2=O)c1 (stereo not drawn),0.0,14,5,-1.6
COc1ccc(OC)c(CNC(=O)Cn2nnnc2CN2CCCCCC2)c1,0.0,0,1,0.5
COc1ccc(NS(=O)(=O)c2ccc3c(c2)n(C)c(=O)n3C)cc1Cl,-0.1,-5,19,0.4
CCC(Sc1nc2ccsc2c(=O)n1NC(=O)c1cccc(OC)c1)C(=O)Nc1cccc(Cl)c1 (stereo not drawn),0.0,11,-5,0.0

# Part of the list above in order of length of the SMILES, smallest number first:
SMILES,FBW7 activator,MITF inh,TEAD-YAP block,GPR151 activ
COc1ccc(OC)c(CNC(=O)Cn2nnnc2CN2CCCCCC2)c1,0.0,0,1,0.5
COC(=O)/C(N=Nc1ccc(-c2ccccc2)cc1)=C(/O)CCl,-0.1,7,61*,-7.1
CCC(Sc1nc2ccsc2c(=O)n1NC(=O)c1cccc(OC)c1)C(=O)Nc1cccc(Cl)c1 (stereo not drawn),0.0,11,-5,0.0

# New compounds follow:
SMILES,FBW7 activator,MITF inh,TEAD-YAP block,GPR151 activ
O=C(O)c1ccc(COc2ccc(Br)cc2)cc1,0.2,6,-36,-3.4
COc1ccc(CC(=O)NC(CC(=O)O)c2ccc(OC)cc2)cc1 (stereo not drawn),0.0,19,-2,-0.7
C=CCOC(=O)C1=C(C)N=C2SCCC(=O)N2C1c1cccc([N+](=O)[O-])c1 (stereo not drawn),0.2,0,-1,-0.5
Cc1cccc(/C=C2/SC(=S)NC2=O)c1,-0.1,2,5,4.6
CCOC(=O)N1CCN(CC(O)COc2ccccc2C)CC1 (stereo not drawn),0.1,-5,-4,0.1
OCCC1CCCCN1c1ccnc2c(-c3cccc4cccnc34)cnn12 (stereo not drawn),-0.3,-23,4,-0.5
CCOC(=O)C1CCCN(C(=O)/C=C/c2ccc(Cl)cc2)C1 (stereo not drawn),-0.1,1,2,-1.9
Cc1ccc2nsnc2c1NC(=O)c1ccccc1F,0.1,9,1,1.4
COC(=O)CNC(=O)COC(=O)c1ccc(Cl)c(N)c1,-0.1,-19,-3,0.2
Cn1cc(Br)c(C(=O)Nc2ccc(Br)cc2)n1,0.0,-7,-18,0.5
CCN(CC)CC1CCc2c(c3ccccc3n2C)C1=O (stereo not drawn),-0.1,-3,-5,0.7
O=C(CN1N=NC2C(=O)N(c3ccccc3)C(=O)C21)Nc1cccc(F)c1 (stereo not drawn),-0.3,5,9,-0.8

# Gathered by group: the entries above with a COOH group (4)
SMILES,FBW7 activator,MITF inh,TEAD-YAP block,GPR151 activ
COc1ccc2cc(C(=O)O)c(=O)oc2c1,-0.1,-4,-9,-2.3
CC(NC(=O)/C(=C\c1cccc([N+](=O)[O-])c1)NC(=O)c1ccccc1)C(=O)O (stereo not drawn),0.6,17,3,0.8
O=C(O)c1ccc(COc2ccc(Br)cc2)cc1,0.2,6,-36,-3.4
COc1ccc(CC(=O)NC(CC(=O)O)c2ccc(OC)cc2)cc1 (stereo not drawn),0.0,19,-2,-0.7

# Continuation:
SMILES,FBW7 activator,MITF inh,TEAD-YAP block,GPR151 activ
Cc1nn(-c2ccccc2)c2c1C1(C(=O)Nc3ccc(Br)cc31)C(C#N)=C(N)O2 (stereo not drawn),0.1,20,4,1.2
COC(CNc1cc(-c2ccc(F)cc2)nc(-c2cccnc2)n1)OC,0.1,0,11,1.2
O=C(O)CCC(=O)/C=C/c1ccccc1,-0.1,-8,0,-2.2
COc1ccc(-c2cc3c(=O)n(CC(=O)NCc4cccs4)ncn3n2)cc1,-0.2,-5,-26,0.7
O=C(Nc1ccc2c(c1)OCCO2)Nc1nnc(N2CCCC2)s1,-0.2,1,-19,5.7*
NC(=O)CSc1nnc2n(C3CCCC3)c(=O)c3ccccc3n12,0.2,12,-1,-0.3
Cc1cc(NCCCN2CCCC2=O)nc(Nc2ccnn2C)n1,0.1,-7,-1,-1.5
CCCc1nnc(SCc2ccc(Cl)cc2)n1N,-0.1,-4,-1,1.1
CCOc1ccc(C2C(C#N)C(=O)NC(=O)C2[n+]2ccccc2)cc1 (stereo not drawn),0.1,0,-5,0.7
Cc1nc(NC2CCN(CC(=O)Nc3cccc(C(F)(F)F)c3)CC2)[nH]c(=O)c1C,0.3,7,6,-0.4
CCc1ccccc1Nc1nc2ccccc2nc1NS(=O)(=O)c1ccccc1,0.1,12,-12,-0.4
CCOc1ccc(/C=N/N2C(=O)c3cccc4cccc(c34)C2=O)cc1,0.0,-8,-7,-0.5

# The final 2 entries of the part before are carried over, then new ones follow:
SMILES,FBW7 activator,MITF inh,TEAD-YAP block,GPR151 activ
CCc1ccccc1Nc1nc2ccccc2nc1NS(=O)(=O)c1ccccc1,0.1,12,-12,-0.4
CCOc1ccc(/C=N/N2C(=O)c3cccc4cccc(c34)C2=O)cc1,0.0,-8,-7,-0.5
COc1ccc2oc(=O)c(-c3cn4ccccc4n3)cc2c1,0.1,-17,-38,-3.9
O=C(NCc1cccnc1)C(=O)Nc1ccc(Br)cc1,0.0,4,-8,-0.9
COc1ccccc1NC(=O)COC(=O)c1cc2cc(Br)ccc2o1,0.7,-22,5,0.8
O=C(/C=C/c1cnn(-c2cccc(C(=O)N[C@@H]3CCc4ccccc43)c2)c1)c1ccccc1,0.1,15,-4,0.6
CCOc1ccc(NC(=O)CCCC(=O)Nc2ccc(OCC)cc2)cc1,0.0,-7,0,0.8
Cc1noc(C)c1-c1cc(NCCN(C(C)C)C(C)C)ncn1,0.1,16,8,0.0
COc1ccccc1-n1c(=S)sc2c(=O)n(-c3ccccc3)c(SCC(=O)NC3CCCCC3)nc21,0.1,16,-4,6.0*
O=C1CC(c2ccc(-c3ccccc3)cc2)c2ccc3ccccc3c2N1 (stereo not drawn),0.9,8,9,-2.3
O=C(CCC1CCCCC1)Nc1ccncc1,0.3,2,3,-0.6
Cn1ccnc1C(NC(=O)C1CC1)c1ccccc1 (stereo not drawn),-0.1,-15,-1,1.0
Cc1cc(N2CCCCC2)nc2ccc(NC(=O)Cc3ccc(Cl)c(Cl)c3)cc12,0.3,8,-5,-0.8
COc1ccc(CNC2C3CC4CC(C3)CC2C4)cc1 (stereo not drawn),0.0,21,-16,0.1
NC(=O)C1CCN(C(=O)Cc2ccc(Br)cc2)CC1,0.1,0,-7,-1.2
COc1ccc(I)cc1S(=O)(=O)N1CCN(c2ccc(F)cc2)CC1,0.0,6,1,-0.9
O=C(Nc1ccccc1)C1COc2ccccc2O1 (stereo not drawn),0.0,0,-25,0.9
Cc1cc(Cl)ccc1NC(=O)C(=O)NCCCO,0.0,-5,-10,-0.7
COC(=O)c1c(C)oc2ccc(OC/C=C/c3ccccc3)cc12,-0.2,-8,3,-0.5
O=C(c1ccccc1)c1ccc(NC(=O)C(F)(F)F)c(NC(=O)C(F)(F)F)c1,0.3,17,-8,-0.2
Cc1cc(N2C(=O)C3C4C=CC(C)(O4)C3C2=O)c([N+](=O)[O-])cc1C (stereo not drawn),0.0,5,6,-0.7
Cc1c(C(=O)NCc2cccs2)sc2nc3n(c(=O)c12)CCCC3,-0.1,-10,-58,-0.9

# High-throughput results as filed in PubChem.

# Compounds were not picked by outcome. Share with any hit: about 3.5%.
